Yeast growth inh – reduces growth of yeast BB579 in restrictive medium. S. cerevisiae BB579 growth, OD615, 48 h. inhibition, % at 10 µM. 140,000 tested, 0.51% active. AID 804;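 active = inhibition above a set limit, 3 SD over the mean compound inhibition, cut at about 44% in these data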; also: inactives centre near -24
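Test system: S. cerevisiae DeaD strain BB579 yeast; Medium: restrictive CSMM-D medium; Compound: one dose, 10 µM compound with 0.25% DMSO; Incubation: 4 h cell preincubation, 48 h compound exposure, 30 °C humidified; Signal: OD at 615 nm; Benchmarks: amphotericin B at 10 µg/mL as positive control.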
Yeast life ext – yeast lifespan extension | S. cerevisiae growth with nicotinamide, OD615; deaD strain in restrictive glucose medium | inhibition of the nicotinamide effect, % at 10 µM | 130,000 tested, 0.68% active | AID 775;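 active = inhibition above a set limit, placed 3 SD over the median of all compounds, cut at about 26% in these data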;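 also: 0% = nicotinamide-treated wells and 100% = cells grown without nicotinamide; some compounds called inactive have numbers as strong as hits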
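Measured by: optical density (absorbance) at 615 nm; System: modified budding yeast, DeaD strain; Medium: restrictive CSMM-D dextrose medium; Timing: 4 h preincubation then 48 h treatment at 30 °C.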
E-sel TNF inh – blocks E-selectin expression induced by TNF alpha. HUVEC TNFa-induced E-selectin immunofluorescence, high content. inhibition, % at 2 µM. 120,000 tested, 0.71% active;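 active = inhibition above the batch mean plus 3 SD, and confirmed as a hit on visual image review, cut at about 43% in these data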;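 also: 0% = TNF-stimulated DMSO wells and 100% = unstimulated control wells; not every result past the cut was called active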
NPY Y2 blocker – blocks the human neuropeptide Y Y2 receptor; P49146; NPY-Y2 expressing cells, antagonist mode; inhibition, % at 2.7 µM; 140,000 tested, 0.99% active; in the data active = inhibition above about 17%;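 also: 0% = vehicle with agonist challenge and 100% = reference antagonist with challenge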
Target sequence (P49146 whole entry, looked up): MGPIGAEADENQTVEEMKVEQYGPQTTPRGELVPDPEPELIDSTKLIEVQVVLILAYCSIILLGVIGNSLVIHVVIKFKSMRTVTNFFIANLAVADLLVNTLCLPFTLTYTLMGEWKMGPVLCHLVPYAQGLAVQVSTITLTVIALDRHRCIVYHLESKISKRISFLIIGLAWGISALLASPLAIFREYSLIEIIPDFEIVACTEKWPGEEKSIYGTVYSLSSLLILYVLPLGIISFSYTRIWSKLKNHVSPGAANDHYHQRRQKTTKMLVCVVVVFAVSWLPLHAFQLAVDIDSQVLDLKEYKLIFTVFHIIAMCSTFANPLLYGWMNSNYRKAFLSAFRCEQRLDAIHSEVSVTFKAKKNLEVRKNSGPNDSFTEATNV
Measles CPE – protection of cells from measles virus. protection (pct of control), % at 4 µM. AID 841. 140,000 tested, 1.5% active. Measles virus-infected cells, CPE protection, absorbance; in the data active = protection mostly above about 24%, no sharp cut-off; inactive = mostly below about 26%; also: some compounds called inactive have numbers as strong as hits
GALR2 antag – blocks the human galanin receptor 2; O43603; GALR2-expressing cells, antagonist mode; inhibition, % at 4 µM; 140,000 tested, 0.39% active; AID 828; in the data active = inhibition above about 27%;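 also: cells stimulated with galanin 1-16 at roughly its EC80; 0% = agonist challenge control and 100% = basal control without agonist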
Target sequence (O43603 whole entry, looked up): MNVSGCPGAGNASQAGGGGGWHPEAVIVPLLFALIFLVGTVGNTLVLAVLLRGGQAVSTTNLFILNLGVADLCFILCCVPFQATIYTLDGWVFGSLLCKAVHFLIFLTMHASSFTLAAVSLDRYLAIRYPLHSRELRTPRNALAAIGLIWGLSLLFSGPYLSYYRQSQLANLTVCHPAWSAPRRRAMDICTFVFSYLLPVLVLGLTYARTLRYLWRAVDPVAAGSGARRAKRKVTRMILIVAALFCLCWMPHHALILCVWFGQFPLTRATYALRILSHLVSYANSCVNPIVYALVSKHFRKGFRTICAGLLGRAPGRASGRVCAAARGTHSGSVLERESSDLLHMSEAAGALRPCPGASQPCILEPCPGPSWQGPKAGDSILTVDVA
Phagocyt inh – inhibitors of macrophage phagocytosis. inhibition, % at 5 µM. AID 1029. 110,000 tested, 0.07% active. J774A.1 macrophage IgG-bead phagocytosis, imaging;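 active = inhibition above the mean of the plate negative controls plus 5 SD, cut at about 13% in these data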;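 also: phagocytic index as fraction of beads internalized from green versus red external bead signal; plate controls were DMSO negative control for no effect and cytochalasin-D positive control for full effect; some results beyond the cut were filed as inactive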
bCat KO growth – beta-catenin-lacking colon tumor cell growth suppression. AID 818. viability, % at 10 µM. HCT116 beta-catenin knockout viability, CellTiter-Glo, 60 h; stronger effect = lower value. 140,000 tested, 1.5% active;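 active = viability at or under a set limit, the compound median less 4 SD, cut at about 6% in these data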;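 also: 0% = Hyamine 1622 control at 20 µM and 100% = untreated cell control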
MRP-1 activ – activators of MRP-1; H69AR cells + doxorubicin, viability rescue, CellTiter-Glo; viability increase, % at 10 µM; 140,000 tested, 0.61% active;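 active = viability gain under doxorubicin at or above a set limit, the compound median plus 3 SD, cut at about 4.7% in these data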;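 also: MRP-1 overexpressing cells given doxorubicin 25 µM after compound pretreatment; 18-22 h compound pretreatment then 72 h with doxorubicin before readout; 0% = doxorubicin-only wells and 100% = vehicle-treated cells without doxorubicin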
PTEN del growth – growth suppressors of cells with PTEN tumor suppressor deletion | 140,000 tested, 1.2% active | viability, % at 10 µM | HCT116 PTEN-null viability, CellTiter-Glo, 60 h; stronger effect = lower value;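 active = viability at or below a set limit, 4 SD under the median of all tested compounds, cut at about 3.7% in these data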;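 also: PTEN knockout HCT116 line with beta catenin targeted HCT116 as companion control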
The depositor's hits bear a star; · = not tested or not shown.

#	compound	Yeast growth inh	Yeast life ext	E-sel TNF inh	NPY Y2 blocker	Measles CPE	GALR2 antag	Phagocyt inh	bCat KO growth	MRP-1 activ	PTEN del growth
1	CCOc1ccc(/C(O)=C2/C(=O)C(=O)N(CCOCCO)C2c2ccccn2)cc1 (stereo unspecified)	-19	-3	24	3	5	8	-3	94	-0.1	100
2	CC1=C(C(=O)OC(C)C)C(c2cn(-c3ccccc3)nc2-c2cccs2)NC(=O)N1 (stereo unspecified)	-15	5	23	0	12	-21	-3	72	-1.6	71
3	O=C(CSc1nnc(Cc2ccccc2)o1)N1CCOCC1	-3	-5	·	5	6	-1	-1	91	-0.7	95
4	O=C(N/N=C/c1ccc(Br)s1)c1c[nH]c2ccccc12	-8	-7	·	3	7	16	-1	69	-0.3	59
5	COc1ccc(-c2ccc(-c3noc(-c4cccs4)n3)c(OC)n2)cc1	-18	-10	-17	1	3	-17	0	73	-1.8	90
6	O=C(NCc1ccc2c(c1)OCO2)C1CC(c2ccccc2O)=NO1 (stereo unspecified)	-34	-5	6	13	5	-4	2	105	-0.1	86
7	CCOC(=O)c1c(-c2ccc(C)cc2)cn2ccccc12	-33	-9	·	2	35	14	·	93	-2.5	94
8	O=c1[nH]c(C(F)(F)F)nc2ccccc12	-51	-5	15	2	20	-11	0	102	0.6	95
9	CCn1c(C(=O)NC(C)c2ccc3c(c2)OCCO3)cc2sccc21 (stereo unspecified)	-10	-3	11	3	21	10	2	65	-0.5	64
10	COc1ccccc1/C=C/C1=NC(=C\C=C/c2ccccc2)/C(=O)O1	-11	-1	6	5	38	-1	-1	98	-2.1	91
11	COC(=O)/C(N=Nc1cccc(C(F)(F)F)c1)=C(\C)O	-35	-28	7	2	15	-6	2	120	-0.6	98
12	Cc1noc(C)c1CSc1ccc2ccccc2n1	-65	·	0	-1	13	0	·	93	-0.1	88
13	COc1ccc2c(c1)c(C(=O)CNc1nc(C)cs1)c(C)n2C	-51	-24	-10	-2	7	14	-4	81	-4.6	71
14	COc1ccc(-n2cnnc2SCC(=O)N2CCN(c3ccccc3)CC2)cc1	-19	-10	-10	-2	3	-14	2	85	-2.6	86
15	CCCOC(=O)NC1C(NC(=O)OCCC)N(C)C(=O)N1C (stereo unspecified)	-52	-1	-12	0	6	-15	1	96	0.8	111
16	CCOc1ccccc1NC(=O)c1cc(C(=O)c2cc(OC)ccc2O)coc1=N	-41	1	·	2	2	18	·	72	-1.8	84
17	CCC(C(=O)N1CCN(S(C)(=O)=O)CC1)c1ccccc1 (stereo unspecified)	-61	4	-12	2	18	-3	1	89	0.3	109
18	CC(C)c1ccc(CN(C(=O)c2cc3ccccc3oc2=O)C2CCS(=O)(=O)C2)cc1 (stereo unspecified)	-25	-17	24	1	17	-11	1	92	-0.1	92
19	COc1cc(/C=C/C(=O)Nc2cc(C(F)(F)F)ccc2Cl)cc(OC)c1OC	-12	-15	32	3	3	7	·	85	0.5	78
20	Cc1cc2oc(=O)cc(COC(=O)c3n[nH]c4ccccc34)c2cc1C	-21	-12	-6	3	23	1	·	74	-2.4	64
21	CC(C)CN(C(=O)c1cc2ccccc2o1)c1c(N)n(CC(C)C)c(=O)[nH]c1=O	-14	0	·	0	13	5	-7	92	-1.2	96
22	CCc1nnc(NC(=O)CCC(=O)NC2CCCCC2)s1	3	-9	·	1	15	-16	1	98	1.0	96
23	CN(C)c1cc[n+](CC(=O)Nc2cc(C(F)(F)F)ccc2Cl)cc1	-22	-1	-32	1	64*	-14	·	78	-1.9	78
24	COc1cc(/C=C/C(=O)c2ccc(C)c([N+](=O)[O-])c2)cc(OC)c1O	-38	1	15	2	2	0	1	2.4*	-6.3	3.0*
25	CCOc1ccc(N2C(=O)C3CC(C)=C(C)CC3C2=O)c([N+](=O)[O-])c1 (stereo unspecified)	-58	38	-24	1	28	6	·	92	-1.1	103
26	CCCCCC(=O)Nc1ccc(N2CCN(S(C)(=O)=O)CC2)cc1	-71	-7	-28	-1	6	8	2	96	-1.1	103
27	CCOC(=O)NC(=O)c1cn(C(CC)CO)c(=O)[nH]c1=O (stereo unspecified)	-36	2	7	3	5	-2	2	97	0.7	99
28	COc1ccccc1NC(=S)Nc1ccccc1F	-34	-3	24	3	8	3	0	83	-1.9	86
29	CC(C)CC(=O)NCC(C)NC(=O)CC(C)C (stereo unspecified)	12	-20	-7	6	3	1	1	89	-1.1	87
30	O=C(N=c1ccn(-c2nc3ccccc3nc2NS(=O)(=O)c2ccccc2)cc1)c1cccs1	-47	5	·	2	3	6	-15	73	-2.3	81
31	Cc1ccc(C(=O)O/N=C2\CCSc3ccc(C)cc32)cc1	-33	1	·	21*	6	-2	-1	97	-4.7	91
32	CNc1nc2ccccc2n1/N=C/c1cccc(OC)c1OC	-25	-29	9	6	27	3	·	49	-3.4	54
33	O=C1CN(C(=O)c2ccco2)c2ccccc2N1	-18	-2	16	-2	9	-5	-1	97	-0.2	91
34	O=C(c1ccc(Nc2cccc(C(F)(F)F)c2)nc1)N1CCCC1	-23	-14	·	3	3	-1	1	72	-1.1	80
35	Cc1ccc(CNS(=O)(=O)c2ccc3oc(C(=O)O)c(C)c3c2)cc1	-8	-9	-8	0	24	2	3	83	-0.6	89
36	CCOC(=O)C1(C(F)(F)F)N=C(c2cccnc2)OC(N2CCCCC2)=N1 (stereo unspecified)	-18	2	-12	0	8	3	-3	98	-0.7	102
37	Cc1ccccc1OCc1nnc2c3cnn(C)c3ncn12	-60	-16	17	3	5	-3	2	102	0.6	96
38	CC(=O)c1c(C)[nH]c(C)c1C(C)=O	-27	-6	·	-1	8	-10	-1	100	0.6	122
39	C=CCSc1nnc(NC(=O)c2cccc(S(=O)(=O)N3CCOCC3)c2)s1	14	-6	0	3	22	0	0	102	-4.2	100
40	COc1cccc(-n2cc3c(c2-c2ccccc2)c(=O)n(C)c(=O)n3C)c1	-6	-1	26	1	5	-6	0	80	-4.1	75
41	O=C(O)Cn1c(SCc2cccc3ccccc23)nc2ccccc21	-22	-19	3	2	10	18	·	90	0.6	93
42	O=C(c1ccco1)N1CCN(CC(=O)N2c3ccccc3CCc3ccccc32)CC1	-5	-9	·	1	32	-8	0	89	-2.1	106
43	C=CCNCCCOc1ccc(Cl)cc1Br	-28	-2	-7	4	7	-2	-2	70	-3.8	79
44	O=C(CSc1nc(-c2ccccc2)nn1C(=O)c1ccccc1)Nc1cccc([N+](=O)[O-])c1	-47	13	-17	0	21	22	·	91	-2.0	81
45	O=C(C1CCCCC1)N(Cc1ccccc1)c1ccccn1	-25	3	24	6	19	9	0	73	-1.5	80
46	CCc1ccccc1NC(=O)c1cc2ncc(Br)cn2n1	-28	-6	·	2	7	-5	0	78	-4.6	91
47	Cc1cccc(NC(=O)c2cc(NC(=O)C3CCCCC3C(=O)O)ccc2Cl)n1 (stereo unspecified)	-4	-14	-4	-2	3	3	5	95	0.0	113
48	CCOC(=O)C(C(C)=O)C(c1ccc(OC)cc1)C(C(C)=O)C(=O)OCC (stereo unspecified)	-36	-3	-21	1	14	4	-2	94	-1.0	92
49	COc1ccccc1NNC(=O)C(O)(c1ccccc1OC)c1ccccc1OC	-6	7	-24	1	16	-13	-6	95	-2.0	94
50	CC1CCCC(NC(=O)COC(=O)c2cccc(NS(=O)(=O)/C=C/c3ccccc3)c2)C1C (stereo unspecified)	-24	3	·	3	18	6	-10	95	-2.9	97
51	COc1ccc(C(=O)/C=C/C(=O)N(Cc2ccccc2OC)C(C(=O)NC2CCCCC2)c2ccncc2)c(O)c1 (stereo unspecified)	-7	-1	·	2	3	5	-12	61	-3.8	60
52	Nc1nonc1C(=O)NCCNC(=O)c1cccs1	32	-5	-36	2	4	9	-2	85	-0.9	104
53	Cc1cc2oc(=O)cc(CN3CCN(S(=O)(=O)c4cccs4)CC3)c2cc1C	-19	0	46	8	20	12	-5	81	0.1	86
54	CCOC(=O)N1CCC(NC(=O)Cn2nc(-c3ccccc3)ccc2=O)CC1	-39	-8	-7	2	22	0	-1	102	0.0	110
55	O=C(CCCSc1nc(-c2ccco2)cc(C(F)(F)F)n1)Nc1ccc2c(c1)OCO2	4	-11	·	6	16	-2	-1	94	-1.5	89
56	Cc1nn2c(Nc3ccc(F)cc3)c3c(nc2c1-c1ccccc1)CCC3	-25	9	·	3	19	-9	-2	93	-2.0	80
57	COc1ccc(NC(=O)C(CC(C)C)NS(=O)(=O)c2ccc3c(c2)CCN3C(C)=O)cc1OC (stereo unspecified)	-26	-3	12	1	7	0	·	101	-1.8	98
58	COc1ccc(/C=N/OCC(=O)N(Cc2ccc(OC)cc2)c2ccccc2C(=O)O)cc1	-11	2	·	11	10	-2	-7	90	1.2	96
59	CN(Cc1ccccc1)c1oc(COc2ccccc2F)nc1C#N	-5	-10	·	7	6	5	1	89	7.4*	80
60	Cc1nn(Cc2ccccc2)c(Cl)c1C(=O)NCCc1ccccc1	-25	-3	-36	2	8	0	-8	83	1.9	78

Following part.
#	compound	Yeast growth inh	Yeast life ext	E-sel TNF inh	NPY Y2 blocker	Measles CPE	GALR2 antag	Phagocyt inh	bCat KO growth	MRP-1 activ	PTEN del growth
61	CCN(CC)S(=O)(=O)c1cc(C(=O)Nc2ccccc2[N+](=O)[O-])ccc1Cl	-20	2	12	6	19	-1	-9	9	1.0	2.5*
62	CC(C)c1ccc(/C=c2\sc3nc(-c4ccncc4)nn3c2=O)cc1	-40	2	-3	5	8	0	-1	99	-2.8	100
63	CCN(CC(=O)NC(C)C)C(=O)c1ccc(Cl)cc1	-4	-2	·	3	·	4	-13	92	6.0*	96
64	CCOc1ccc(Nc2nc3c(c(=O)[nH]2)CCCC3)cc1	-23	-19	-35	1	8	3	-2	87	-2.3	89
65	O=C(NCCc1nc2ccccc2[nH]1)/C(=C/c1ccco1)NC(=O)c1ccco1	12	7	2	0	5	-9	-5	102	-0.8	104
66	COCC(=O)Nc1ccccc1C(=O)Nc1ccc(OC)cc1	-16	-5	·	-3	10	-2	0	95	1.5	100
67	CCS(=O)(=O)Nc1ccc(C2=NN(C(=O)c3ccco3)C(c3ccc(C)cc3)C2)cc1 (stereo unspecified)	1	-13	-10	0	2	6	0	76	-3.5	67
68	C=CCNC(=O)C(C#N)c1nc2ccccc2nc1N1CCN(Cc2ccccc2)CC1 (stereo unspecified)	9	-7	-7	1	26	-3	-1	101	-0.3	89
69	O=C(CCSc1nc(-c2ccco2)cc(C(F)(F)F)n1)NCC1CCCO1 (stereo unspecified)	-19	-19	-11	6	5	11	-1	96	-2.1	97
70	CCOc1cc(/C=N/NC(=O)c2cccnc2)ccc1OCC(=O)N1CCOCC1	-33	-4	-59	-3	4	6	-7	99	-0.5	90

NPY Y2 blocker, hit marks shown above
| entry | mol | Yeast growth inh | Yeast life ext | E-sel TNF inh | NPY Y2 blocker | Measles CPE | GALR2 antag | Phagocyt inh |
| --- | --- | --- | --- | --- | --- | --- | --- | --- |
| 31 | Cc1ccc(C(=O)O/N=C2\CCSc3ccc(C)cc32)cc1 | -33 | 1 | · | 21* | 6 | -2 | -1 |
